High-throughput results as filed in PubChem BioAssay.
OXTR agonist: human OXTR agonism; actives 0.32% (n = 320,000); activation, % at 3 µM; CHO-OTR cells, Fluo-8 calcium fluorescence; normalized: DMSO 0%, oxytocin 100%; P30559;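 active = activation above the mean of all tested compounds plus 3 SD, cutoff set per screening run, cut at about 20% in these data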;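 also: peak over basal fluorescence ratio from a 100 s FLIPR kinetic read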
Target sequence (P30559 whole entry, looked up): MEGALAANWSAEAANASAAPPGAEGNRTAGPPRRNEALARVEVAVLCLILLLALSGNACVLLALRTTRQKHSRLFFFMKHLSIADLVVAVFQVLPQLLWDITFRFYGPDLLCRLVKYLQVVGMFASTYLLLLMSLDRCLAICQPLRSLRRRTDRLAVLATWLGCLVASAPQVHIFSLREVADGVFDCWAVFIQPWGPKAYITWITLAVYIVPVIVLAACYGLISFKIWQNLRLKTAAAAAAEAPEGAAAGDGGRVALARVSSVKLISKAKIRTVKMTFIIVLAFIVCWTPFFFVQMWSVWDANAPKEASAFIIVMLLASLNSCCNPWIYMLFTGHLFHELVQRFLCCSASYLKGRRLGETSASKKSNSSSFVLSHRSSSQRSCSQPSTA
MEKK2 mut-MEK5: signal of MEK5 binding to mutant human MEKK2 PB1 domain; bead flow cytometry, Alexa488-MEK5 binding to MEKK2 mutant; percent response, % at 10 µM; actives 0.35% (n = 290,000); AID 1530; in the data active = percent response above about 24%, passing the limit was not always enough; also: inactives centre near 1; some results filed as inactive read as strong as hits; reference of the scale not given here
MEKK3 PB1 HTS: MEKK3-MEK5 PB1 interaction, increase or decrease. Q99759. bead-based flow cytometry, Alexa488-MEK5 binding to MEKK3; actives lie on both sides; 0 = blocked by unlabeled MEK5, 100 = vehicle. binding response (% of control), % at 10 µM. actives 1.4% (n = 290,000). AID 1529;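 active = binding response more than 3 SD above or below the average of its plate-row segment, actives on both sides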;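 also: Alexa488 bead fluorescence after subtracting the streptavidin-only scavenger bead signal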
Target sequence (Q99759 whole entry, looked up): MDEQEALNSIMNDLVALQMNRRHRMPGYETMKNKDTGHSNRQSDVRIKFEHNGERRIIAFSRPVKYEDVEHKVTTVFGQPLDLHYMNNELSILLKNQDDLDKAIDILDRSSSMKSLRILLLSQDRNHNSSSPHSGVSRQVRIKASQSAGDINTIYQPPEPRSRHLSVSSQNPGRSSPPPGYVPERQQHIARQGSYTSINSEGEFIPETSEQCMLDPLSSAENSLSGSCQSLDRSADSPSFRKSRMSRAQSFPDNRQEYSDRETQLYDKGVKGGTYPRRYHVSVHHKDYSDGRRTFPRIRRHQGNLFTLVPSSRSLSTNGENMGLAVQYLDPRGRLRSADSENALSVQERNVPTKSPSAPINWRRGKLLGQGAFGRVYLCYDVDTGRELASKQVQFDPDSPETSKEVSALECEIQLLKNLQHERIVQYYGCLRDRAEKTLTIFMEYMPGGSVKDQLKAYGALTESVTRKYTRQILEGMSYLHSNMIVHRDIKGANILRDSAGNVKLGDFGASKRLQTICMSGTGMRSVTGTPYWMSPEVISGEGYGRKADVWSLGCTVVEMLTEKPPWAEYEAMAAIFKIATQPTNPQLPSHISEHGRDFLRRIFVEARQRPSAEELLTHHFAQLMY
DNA FID counter: counter-screen for HCV NS3 helicase inhibitors: DNA intercalator displacement; AID 1845; DNA fluorescent intercalator displacement, fluorescence; inhibition, % at 7.9 µM; actives 0.17% (n = 290,000); in the data active = inhibition above about 37%;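 also: 0% = vehicle and 100% = reference compound; higher means more ethidium bromide displaced from hairpin DNA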
PHOSPHO1 inh: blocks human PHOSPHO1 phosphatase activity; inhibition, % at 13.3 µM; actives 1.1% (n = 290,000); recombinant PHOSPHO1, absorbance phosphatase assay; Q8TCT1; in the data active = inhibition above about 60%
NALP1 yeast inh: NALP1 inhibition; inhibition, % at 10 µM; AID 2071; S. cerevisiae NALP1/ASC/caspase-1 growth, X-gal OD620, 72 h; actives 0.61% (n = 280,000); in the data active = inhibition mostly above about 24%, no sharp cut-off; inactive = mostly below about 32%; also: some compounds called inactive have numbers as strong as hits
GPR7 antag: human neuropeptides B/W receptor 1 antagonism; P48145; GPR7-expressing cells, fluorescence antagonist assay; inhibition, % at 4.4 µM; actives 1.1% (n = 290,000); in the data active = inhibition above about 16%, passing the limit was not always enough;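 also: cells stimulated with the agonist NPW; 0% = agonist with vehicle and 100% = vehicle without agonist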
PfM18AAP inh: PfM18AAP enzyme inhibition; recombinant PfM18AAP, H-Glu-NHMec fluorogenic cleavage; inhibition, % at 7.35 µM; actives 1.2% (n = 290,000);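 active = inhibition above the campaign mean inhibition over all tested compounds plus 3 SD, cut at about 28% in these data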;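 also: 0% = plate median of test compound wells and 100% = 2 mM ZnCl2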
MEKK2wt PB1 HTS: raises or lowers MEK5 binding to wildtype human MEKK2 PB1 domain; Q9Y2U5; bead flow cytometry, Alexa488-MEK5 binding to MEKK2 WT; actives lie on both sides; binding response (% of control), % at 10 µM; actives 1.1% (n = 290,000); AID 1531; in the data active = binding response below about 67% or above about 130%
An asterisk follows results filed as active; · = not tested or not shown; [ ] = remark or other dose.

SMILES	OXTR agonist	MEKK2 mut-MEK5	MEKK3 PB1 HTS	DNA FID counter	PHOSPHO1 inh	NALP1 yeast inh	GPR7 antag	PfM18AAP inh	MEKK2wt PB1 HTS
COc1ccc(/C=N/NS(=O)(=O)c2ccccc2)cc1OS(=O)(=O)c1ccc(C)cc1	2.7	1	102	-2	7	17	6	-16	99
CCCCNC(=O)N(O)C1N(CCCC)C(=O)N(CC(=O)OC)C1(C)C (stereo not given)	-0.3	2	108	-5	-4	-48	-8	1	103
CCCn1c(N)c(Sc2ccccc2)c(=O)n(CCC)c1=O	-0.2	7	97	-3	16	-5	-8	7	101
CCOC(=O)N/N=C\c1ccc(-c2cccc(C(F)(F)F)c2)o1	-2.1	-7	94	-12	12	6	-3	0	89
CCN(CC)S(=O)(=O)c1ccc(C)c(NC(=O)CSc2nc3ccccc3[nH]2)c1	-0.5	-2	98	-18	-1	16	-1	5	99
CC(=O)NC1(C(F)(F)F)C(=O)Nc2c1c(=O)n(C)c(=O)n2C (stereo not given)	0.6	5	102	4	13	-7	-7	-4	105
Cc1ccc(NC(=S)N(CCCN(C)C)Cc2cc3cc4c(cc3[nH]c2=O)OCO4)c(C)c1	-0.3	-10	105	44*	36	5	9	5	98
CCOc1cc(S(=O)(=O)NCCCN2CCOCC2)ccc1F	-0.1	5	101	-1	10	12	-17	2	103
CC(C)(C)c1ccccc1OCCOCCNCc1ccccc1	10	2	100	10	-9	38	11	6	112
COc1ccc(N(C)C(=O)CCS(=O)(=O)c2cccc3nonc23)cc1	0.9	3	98	-1	-65	6	3	-2	93
CCN(CC)C(CNS(=O)(=O)c1ccc(Cl)cc1)c1ccccc1 (stereo not given)	-2.0	1	102	11	-1	16	4	3	103
O=C(NCCCN1CCOCC1)c1ccc2c(=O)n(Cc3ccc(Cl)cc3)c(=S)[nH]c2c1	0.8	9	103	37	15	-23	4	1	121
O=C(NCCCN1CCOCC1)c1cc2c(s1)CCCC2	-0.1	10	104	3	-7	3	-8	-8	111
COC(=O)c1scc(C)c1N/N=C(\C)c1ccc(F)cc1	-0.1	1	103	-2	20	42*	-3	4	105
CCOc1cccc(/C(O)=C2/C(=O)C(=O)N(CCN3CCOCC3)C2c2cccnc2)c1 (stereo not given)	0.6	2	100	-5	59	13	-15	-4	97
CCCOc1cccc(C(=O)NCCCNC(=O)c2ccccn2)c1	-1.6	3	101	-20	·	10	-7	0	103
COc1ccc(NC(=O)Cn2nnc(C(=O)NCc3ccccc3OC)c2N)cc1Cl	0.6	-2	100	-3	4	14	-1	-3	102
CCCCNC(=O)C1CC(c2cccc([N+](=O)[O-])c2)=NO1 (stereo not given)	0.4	-6	99	2	16	14	-2	-1	100
C=CCNC(=S)/C(=C(\[O-])c1ccc(Cl)cc1)[n+]1ccccc1	0.1	5	101	-4	16	10	-3	7	95
COCc1cc(C)nc2sc(C(=O)N3CCCC3)c(N)c12	-1.1	-17	60	-4	24	18	-13	3	72
Cc1ccc(CNC(=O)C2CC(c3cccc(F)c3)=NO2)cc1 (stereo not given)	-1.4	2	99	·	18	7	·	·	100
Cc1ccc(-c2sc(-c3cccnc3)nc2CC(=O)O)cc1	0.0	5	104	-12	21	-5	-18	-14	106
Cc1ccc(NC(=O)CC2SC3=NCCN3C2=O)cc1 (stereo not given)	-1.4	-7	101	3	13	-67	-9	-5	95
CCCn1c(N)c(C(=O)COC(=O)c2c(C)noc2C)c(=O)n(C)c1=O	0.9	6	103	-8	-7	5	-12	2	103
O=C(CC(c1ccccc1)c1ccccc1)Nc1nn[nH]n1	-0.1	1	101	-25	28	-6	-13	8	98

Later entries
SMILES	OXTR agonist	MEKK2 mut-MEK5	MEKK3 PB1 HTS	DNA FID counter	PHOSPHO1 inh	NALP1 yeast inh	GPR7 antag	PfM18AAP inh	MEKK2wt PB1 HTS
CCOc1ccc(CSC(=N)N)cc1	-0.2	-1	94	0	6	1	-11	5	97
Cc1cc(C)c2c(=O)n(CC(=O)N3CCC(N4CCCCC4)CC3)sc2n1	0.1	9	105	-1	7	3	-6	43*	113
COc1ccc2c(c1)C1=NN(/C(C)=C\C(C)=O)C(c3ccccc3)C1CC2 (stereo not given)	-1.6	6	92	-20	10	-2	-7	-1	88
Cc1cc(NC(=O)COC(=O)[C@H](C)NC(=O)c2ccccc2)no1	-0.4	-6	90	-3	18	-27	0	2	95
O=C(N/N=C/C(Br)=C/c1ccccc1)c1ccc([N+](=O)[O-])cc1	0.5	2	100	0	32	24	-9	13	97
Cc1cc(C)c2[nH]c(O)c(N=Nc3ccc(C(=O)O)cc3)c2c1	3.6	-4	101	-3	22	7	-9	-14	98
Cc1ccc(Oc2ccc(S(=O)(=O)NCC(C)(C)N3CCOCC3)cc2)cc1	2.4	13	103	-4	4	19	4	2	108
CCOC(OCC)P(=O)(C(C)C)C(C)C	1.6	3	104	-1	29	19	-15	4	103
Cc1ccccc1N1C(S)=C(C#N)C(=O)NC12CCCCC2	-1.9	-1	97	-5	-19	6	-12	1	97
CCOC(=O)N1CCN(C(=O)CSc2nc(-c3cccc(C)c3)ns2)CC1	2.4	10	147*	-33	39	-1	23	4	134*
CC(C)Cn1c(Br)nc2c1c(=O)n(CCC#N)c(=O)n2C	0.9	2	102	7	-4	-6	-8	2	101
CCn1nnnc1NCc1ccc(N2CCCC2)cc1	-1.7	-7	97	-6	48	-7	-5	10	94
CCOC(=O)CC(NC(=O)Cn1nnc(-c2ccccc2F)n1)c1ccccc1Cl (stereo not given)	0.0	-3	103	-20	-26	-20	-14	-5	99
CCOC(=O)C1CCCN(C(=O)N2CCOCC2)C1 (stereo not given)	-0.1	0	96	0	-6	-1	5	-7	93
Cc1ccc(CNC(=O)CC2(CC3=NS(=O)(=O)c4ccccc4N3)CCCC2)cc1	1.1	0	94	-42	31	28	-5	8	93
O=C1C=C(NCCc2ccccc2)C2(CCCCC2)O1	-0.5	-2	95	8	29	-4	-4	7	92
Cc1ccc(-n2ncc3c(SCc4ccccc4)ncnc32)cc1	0.1	20	108	-12	-6	23	-8	12	118
CCOC(=O)c1c(S(=O)(=O)NCC(=O)N2CCN(c3cccc(OC)c3)CC2)c(C)n(C)c1C	-1.7	2	101	-39	55	2	-2	1	99
COc1ccc2cc(S(=O)(=O)N3CCCCC3)ccc2c1S(=O)(=O)N1CCCCC1	0.4	4	101	-1	10	-6	-2	-6	106
COc1ccc(CC2(CO)CCN(Cc3cnn(-c4ccc(F)cc4)c3)CC2)cc1	13	-7	103	23	0	7	2	1	110
CC1CCCC(NC(=O)C2CCN(S(=O)(=O)c3cnc[nH]3)CC2)C1C (stereo not given)	0.5	-3	95	1	51	10	-8	2	97
Nc1nc(NCCO)nc(NCc2ccccc2)c1[N+](=O)[O-]	1.4	6	104	-5	29	18	-15	3	101
CCCOc1ccc(C2=CSC3=NCCN23)cc1Cl	3.1	0	97	6	-33	8	2	-5	104
COC(=O)c1cccc(S(=O)(=O)N2CCN(c3nc4ccccc4s3)CC2)c1	-0.9	-15	77	0	14	-11	-12	-8	82
COc1ccccc1CNC(=O)c1ccccc1C(=O)NC(CC(C)C)C(=O)NCc1ccccc1OC (stereo not given)	-1.5	0	102	-42	30	7	3	-1	101

Shown bar-delimited: entries from further up
Molecule | OXTR agonist | MEKK2 mut-MEK5 | MEKK3 PB1 HTS | DNA FID counter | PHOSPHO1 inh | NALP1 yeast inh | GPR7 antag | PfM18AAP inh | MEKK2wt PB1 HTS
CCOC(=O)CC(NC(=O)Cn1nnc(-c2ccccc2F)n1)c1ccccc1Cl (stereo not given) | 0.0 | -3 | 103 | -20 | -26 | -20 | -14 | -5 | 99
CCOC(=O)C1CCCN(C(=O)N2CCOCC2)C1 (stereo not given) | -0.1 | 0 | 96 | 0 | -6 | -1 | 5 | -7 | 93
Cc1ccc(CNC(=O)CC2(CC3=NS(=O)(=O)c4ccccc4N3)CCCC2)cc1 | 1.1 | 0 | 94 | -42 | 31 | 28 | -5 | 8 | 93
O=C1C=C(NCCc2ccccc2)C2(CCCCC2)O1 | -0.5 | -2 | 95 | 8 | 29 | -4 | -4 | 7 | 92

More records
SMILES	OXTR agonist	MEKK2 mut-MEK5	MEKK3 PB1 HTS	DNA FID counter	PHOSPHO1 inh	NALP1 yeast inh	GPR7 antag	PfM18AAP inh	MEKK2wt PB1 HTS
CCO[C@H]1OC(C(=O)N2CCOCC2)=C[C@@H](c2ccc(Br)cc2)[C@@H]1CCCO	-1.1	9	105	-29	48	-1	-18	-7	104
Cc1ccc2nc(-c3ccccc3)oc(=O)c2c1	-0.8	-1	102	-4	·	7	-8	0	101
COc1cc(/C=C/c2ccc3cccc(O)c3n2)ccc1O	0.3	8	108	-10	20	-4	-5	7	106
CCOC(=O)c1c(C)[nH]c(C(=O)Cn2c(=O)c3c(ncn3CC)n(Cc3ccccc3)c2=O)c1C	-0.2	0	93	-24	-7	-12	-10	-7	96
CCn1cc(C(=O)NCCC(C)C)c(=O)c2cc(S(=O)(=O)N3CCCCC3)ccc21	-0.5	1	101	-8	13	20	7	-10	103
Cc1ccc(C(=O)Nc2ccc(Oc3cccc(C(F)(F)F)c3)nc2)cc1	16	0	99	-1	-13	6	-24	2	100
CCO/C(C)=C1\C(=O)Nc2ccccc21	-0.3	-4	104	4	32	-17	17	-1	102
Cc1oc(-c2cccs2)nc1CS(=O)CC(=O)NCCc1ccccc1 (stereo not given)	-1.5	14	102	-16	31	-16	-10	3	110
CC1Sc2ccc(Cl)cc2-c2nc(N)ncc21 (stereo not given)	-1.9	-3	101	-6	-15	-5	4	7	102
COc1cc2c(cc1OC)C(c1ccc(-c3ccc(Cl)c(Cl)c3)o1)=NCC2	-0.1	28	105	-7	9	6	12	2	149*
CCOc1ccc(CCNC(=O)C2CCN(S(=O)(=O)N3CCCCC3)CC2)cc1OCC	-1.5	0	101	-48	-5	24	-1	19	103
Cc1ccc(NC(=O)C(OC(=O)c2ccccc2Cl)c2ccccc2)cc1Cl (stereo not given)	1.7	-4	88	4	-13	28	-1	-6	98
CCCCNC(=S)NNC(=O)c1csc(C)c1C	-0.7	-6	92	1	6	17	3	11	53
CCc1c(-c2ccccc2)nc2nc(C)c(C)nn12	-1.3	4	111	4	-7	-8	-2	1	110
CCN(CC)c1ccc(/C=N/NC(=O)c2ccccn2)cc1	-1.0	0	95	-16	-3	-11	-12	4	99
O=C(Nc1ccccc1C(=O)NCC1CCCO1)c1ccc(Cl)cc1Cl (stereo not given)	1.0	0	103	-13	13	9	-4	-8	98
CCOC(=O)/C=C1\Nc2ccccc2SC1=O	-0.3	-18	2.0*[inhibitor]	-22	16	10	-6	4	2.0*[inhibitor]
COc1ccc(OC)c(NC(=O)c2ccc(S(=O)(=O)N3CCN(C)CC3)cc2)c1	1.0	-4	102	3	-8	11	-12	-15	100
CC(C)C(NC(=O)C1CCCCC1)C(=O)NC1CCCC(C)C1C (stereo not given)	-0.7	7	111	-9	7	1	-12	-7	110
CCc1nn(CC(=O)NCCCN2CCOCC2)c(=O)c2cc3cc(F)ccc3n12	0.0	1	96	15	-4	9	-3	-1	97
O=C(c1ccco1)N1CCN(c2ncnc3c2nnn3Cc2ccccc2Cl)CC1	-0.3	6	81	-39	-3	4	-3	-11	92
O=C(CNCCc1ccc(F)cc1)Nc1cc(F)ccc1F	0.8	1	100	8	18	16	-9	1	103
Cc1cccc(N(CC(=O)N2CCN(c3ccccc3F)CC2)S(C)(=O)=O)c1	-0.1	-42	97	-21	5	-9	-6	-4	95
Cc1ccccc1OCc1nnc(SCC(=O)Nc2ccc3nc(SCC(=O)Nc4ccccc4)sc3c2)n1C	1.7	-3	87	-2	2	28	-9	-6	90
COCCNC(=S)N1CCC(Cc2ccccc2)CC1	0.8	-3	100	-6	14	0	-11	-16	99

2 compounds from above with just OXTR agonist:
Compound | OXTR agonist
Cc1cccc(N(CC(=O)N2CCN(c3ccccc3F)CC2)S(C)(=O)=O)c1 | -0.1
Cc1ccccc1OCc1nnc(SCC(=O)Nc2ccc3nc(SCC(=O)Nc4ccccc4)sc3c2)n1C | 1.7
